PRMT1 FP inh: inhibitors of human PRMT1; Q99873; recombinant PRMT1, activity-based probe fluorescence polarization; inhibition, % at 2.79 µM; hit rate 1.3% among 370,000;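 active means inhibition above about 21% made by adding two undisclosed values, limit read from the data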
Target sequence (Q99873 whole entry, looked up): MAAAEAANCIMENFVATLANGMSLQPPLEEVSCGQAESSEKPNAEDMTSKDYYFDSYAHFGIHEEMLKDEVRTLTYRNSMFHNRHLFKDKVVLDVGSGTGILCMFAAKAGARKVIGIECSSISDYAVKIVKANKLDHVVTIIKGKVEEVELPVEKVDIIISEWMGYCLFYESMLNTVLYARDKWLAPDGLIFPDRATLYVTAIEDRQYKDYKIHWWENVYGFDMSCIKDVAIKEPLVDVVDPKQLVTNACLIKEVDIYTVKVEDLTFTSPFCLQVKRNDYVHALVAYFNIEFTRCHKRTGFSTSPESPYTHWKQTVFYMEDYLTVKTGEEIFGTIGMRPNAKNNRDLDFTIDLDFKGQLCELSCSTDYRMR
UHRF1 MBD2 ctr: blocks human UHRF1 binding to methylated DNA | Q96T88 | UHRF1 binding to methylated oligo, TR-FRET | inhibition, % at 4.4 µM | hit rate 0.75% among 370,000; in the data active means inhibition above about 21%;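 further: UHRF1 SRA domain binding a hemimethylated CpG hairpin DNA probe; 0% = median of test compound wells and 100% = reference inhibitor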
TDP2 absorb: TDP2 (human) inhibition, absorbance primary screen; inhibition, % at 12.8 µM; recombinant TDP2, T5PNP hydrolysis, p-nitrophenol absorbance 415 nm; O95551; hit rate 0.34% among 370,000; AID 720702;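 active means inhibition above the mean of all tested compounds plus 3 SD, set per campaign, cut at about 25% in these data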;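 further: 0% = DMSO with enzyme and 100% = buffer with substrate but no TDP2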
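Assay system: recombinant human TDP2 / Reagent: T5PNP substrate at 5 mM, a TopII-DNA adduct mimic / Measured by: epi absorbance from released p-nitrophenol / Evaluation: % inhibition relative to enzyme-containing and enzyme-free wells / Control set: enzyme-free and DMSO wells / Replicates: each compound tested once, singlicate / Schedule: enzyme reaction with compound for 2 h at 37 °C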
ABHD4 inh: ABHD4 (mouse) inhibition, primary FP screen; purified mABHD4, FP-Rh probe fluorescence polarization; inhibition, % at 8.92 µM; hit rate 0.54% among 370,000;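 active means inhibition exceeding the mean over every tested compound plus 3 SD, cut at about 30% in these data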;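 further: 0% = plate median of compound wells and 100% = S159A mutant with DMSO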
Target sequence (Q8VD66 whole entry, looked up): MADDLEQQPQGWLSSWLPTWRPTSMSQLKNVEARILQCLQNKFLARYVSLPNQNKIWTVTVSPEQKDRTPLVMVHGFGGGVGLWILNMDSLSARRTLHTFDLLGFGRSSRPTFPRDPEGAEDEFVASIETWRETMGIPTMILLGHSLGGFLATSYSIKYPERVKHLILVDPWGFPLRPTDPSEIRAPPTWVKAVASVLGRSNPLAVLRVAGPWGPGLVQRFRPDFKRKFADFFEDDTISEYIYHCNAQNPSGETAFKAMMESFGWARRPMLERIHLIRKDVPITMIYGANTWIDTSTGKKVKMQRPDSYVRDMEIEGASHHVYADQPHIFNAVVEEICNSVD
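system = mouse ABHD4 enzyme, wild type | medium = HEPES pH 7.0, NaCl, Pluronic buffer | also added = FP-Rh probe | incubation = Enzyme–compound pre-incubation 45 min, then probe 60 min, both 25 °C | technique = fluorescence polarization, excitation 525 nm, emission 598 nm, BODIPY TMR filters | controls = S159A mutant high control, sample median low control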
SIAE primary: inhibitors of human sialic acid acetylesterase SIAE | inhibition, % at 9.66 µM | hit rate 0.69% among 370,000 | SIAE FP-Rh probe binding, fluorescence polarization | Q9HAT2;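 active means inhibition above a cutoff: mean of compounds within the control limits plus 3 SD of those, cut at about 17% in these data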;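 further: 0% = plate median of compound wells and 100% = probe without SIAE protein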
HTRA1 inh: HTRA1 (human) protease inhibition; inhibition, % at 5.96 µM; recombinant HTRA1, FP-rhodamine activity-based probe, fluorescence polarization; hit rate 0.5% among 340,000; AID 504803; in the data active means inhibition above about 36%;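 further: 0% = enzyme with DMSO and 100% = wells lacking enzyme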
TCR-CD3 inh: blocks the human TCR-CD3 interaction; hit rate 0.37% among 360,000; TAMRA-labeled TCR probe fluorescence, biochemical; AID 651800; inhibition, % at 9.4 µM; in the data active means inhibition above about 19%;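 further: recombinant mutant TCR 2C K166C tagged with TAMRA read by polarization; 0% = receptor in buffer alone and 100% = receptor with positive control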
LEDGF integ inh: blocks HIV-1 LEDGF/p75-dependent DNA integration; TR-FRET IN-LEDGF/p75 DNA integration, Eu/Cy5; inhibition, % at 3.7 µM; hit rate 0.64% among 370,000; AID 743269;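 active means inhibition above the screen-wide mean plus 3 SD, cut at about 13% in these data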;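 further: signal is the Cy5 over europium emission ratio at 671 and 618 nm; 0% = plate median of compound wells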
PG9 binder: small molecules binding HIV-1 gp120 antibody PG9; TR-FRET gp120-PG9 antibody binding; inhibition, % at 6.7 µM; hit rate 0.43% among 360,000; in the data active means inhibition above about 8.5%
DDE Tn7 FP inh: DD(E)-Tn7 binding inhibition, primary FP screen | FP displacement of FITC-Tn7 peptide from fibrin DD(E); 0% = median of compound wells per plate | inhibition, % at 8.3 µM | hit rate 0.13% among 370,000;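 active means inhibition above the mean of compounds falling within the control limits plus 3 SD of them, cut at about 14% in these data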;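 further: 0% = plate median of compound wells and 100% = 10 µM Aha-Tn7 peptide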
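System: human fibrin DD(E); quantity: Fibrin-DD(E) at 2 µM final; also added: fluorescent Tn7 probe at 0.1 µM; compound dosing: single nominal test concentration of 8.3 µM per compound; schedule: 10 min preincubation, 3 h with tracer, room temperature; detection: fluorescence polarization of the labelled Tn7 tracer; repeats: one replicate per compound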
Active calls of the source: *; . = no result given.

SMILES	PRMT1 FP inh	UHRF1 MBD2 ctr	TDP2 absorb	ABHD4 inh	SIAE primary	HTRA1 inh	TCR-CD3 inh	LEDGF integ inh	PG9 binder	DDE Tn7 FP inh
Cc1ccc(CC2S/C(=C(/C#N)C(=O)NCc3ccco3)N(c3ccccc3)C2=O)cc1 (centres undefined)	7	-3	0	-2	-2	-10	-6	1	-1.4	-7
COc1ccc(F)cc1S(=O)(=O)NC1CCCCCC1	1	1	3	-3	-4	-5	-1	-2	-0.3	5
Cc1ccc(F)c(S(=O)(=O)NC(=O)C2(C)CCN2C(=O)c2ccccc2)c1 (centres undefined)	4	2	1	3	-4	.	-4	-4	-0.1	4
COC(=O)c1ccc2nc(-c3ccccc3)c(Cc3ccc(OC)cc3C)n2c1	0	22*	7	-6	2	.	-4	2	0.9	4
COc1ccccc1CC(=O)Nc1ccc2c(c1)C(=O)NC2=O	0	-2	7	4	8	3	-2	2	-2.3	-1
O=C(Nc1nccs1)c1cnc2sccn2c1=O	4	-1	7	-1	-2	1	1	-1	1.5	0
COC(=O)C1CCN(CC(=O)Nc2ccc3c(c2)OCCO3)CC1	0	14	-1	-4	3	0	-2	-2	-0.8	-1
O=C(Nc1ccc2nc(-c3ccc(Br)o3)[nH]c2c1)c1cccs1	5	-4	1	3	-1	-40	6	0	-1.6	3
CCCNc1nc2c(c(=O)n(C)c(=O)n2C)n1Cc1ccc(F)cc1	-2	-1	8	-3	8	5	2	7	0.1	-1
CCOc1ccc(OCCC(=O)OC(C)C(=O)Nc2ccc(Cl)cn2)cc1 (centres undefined)	-3	-2	7	-1	-3	0	0	5	1.1	-2
CCOCCn1c(CC)nc2ccccc21	4	2	-1	2	-4	2	0	-1	-2.4	-2
O=C(COC(=O)c1ccc(OC(F)F)cc1)Nc1cccc(S(=O)(=O)NC2=NCCC2)c1	-2	-1	7	4	1	8	40*	-2	-1.1	13
COc1ccccc1CC(=O)Nc1ccc(S(=O)(=O)N(C)C2CCN(C)CC2)cc1	-3	8	10	-2	5	2	15	-2	0.8	2
CC(Oc1cccc2cccnc12)C(=O)N/N=C/c1ccccc1 (centres undefined)	6	0	-1	3	0	-5	-1	-4	0.7	-4
O=C(NCCO)C(=O)Nc1cc2c3c(c1)CCN3C(=O)CC2	-3	-1	18	3	2	4	11	3	-0.3	0
COc1ccc(C(=O)Cc2cc(OC)c(OC)cc2[N+](=O)[O-])c(OC)c1	-3	-4	5	-11	5	2	-5	2	0.6	-3
C#CCOCCOCCOCCNc1nc(N2CCN(C(=O)[C@H](CO)n3cc([C@@H](N)C(C)C)nn3)CC2)nc(N2CCN(C(=O)[C@H](CCC(=O)O)n3cc([C@@H](N)[C@H](C)CC)nn3)CC2)n1	-1	0	4	6	5	2	3	-4	1.2	1
CC(=O)c1cc2c(cc1NC(=O)CSc1nc3ccccc3o1)OCO2	1	2	6	6	2	-5	-4	-1	0.1	-1
Cc1nc2nc3c(cn2n1)C(=O)CC(c1ccccc1)C3 (centres undefined)	2	0	4	1	-1	4	-3	-3	1.4	3
COc1cc2c(c(OC)c1OC)C(=O)CC2	-8	3	2	2	-5	4	-2	4	-1.6	0
O=[N+]([O-])c1ccc2nc(COCc3nc4ccccc4[nH]3)[nH]c2c1	-4	0	0	-7	-6	.	.	0	.	-3
NNC(=O)c1oc2nc(-c3ccc(Cl)cc3)cc(-c3ccccc3)c2c1N	5	-4	11	-7	4	-5	-3	-3	1.5	5
Cc1cccc(CCNC(=O)C2CCC(CNS(=O)(=O)c3cccs3)CC2)c1 (centres undefined)	-5	8	2	1	1	2	4	2	-1.0	-6
Cc1noc(C)c1COc1ccc(C(=O)N2CCN(S(=O)(=O)c3ccc(F)cc3)CC2)cc1	7	4	-11	-13	0	12	-5	-5	-1.5	4
Cc1csc(NC(=O)CN2C(=O)c3ccccc3S2(=O)=O)n1	1	0	2	6	-4	2	1	0	-1.5	10

Record cards (already shown). Order of values: PRMT1 FP inh, UHRF1 MBD2 ctr, TDP2 absorb, ABHD4 inh, SIAE primary, HTRA1 inh, TCR-CD3 inh, LEDGF integ inh, PG9 binder, DDE Tn7 FP inh
COc1ccc(C(=O)Cc2cc(OC)c(OC)cc2[N+](=O)[O-])c(OC)c1 across the screens: -3, -4, 5, -11, 5, 2, -5, 2, 0.6, -3
COC(=O)C1CCN(CC(=O)Nc2ccc3c(c2)OCCO3)CC1 across the screens: 0, 14, -1, -4, 3, 0, -2, -2, -0.8, -1
COc1ccc(F)cc1S(=O)(=O)NC1CCCCCC1 across the screens: 1, 1, 3, -3, -4, -5, -1, -2, -0.3, 5
O=C(COC(=O)c1ccc(OC(F)F)cc1)Nc1cccc(S(=O)(=O)NC2=NCCC2)c1 across the screens: -2, -1, 7, 4, 1, 8, 40*, -2, -1.1, 13
COc1ccccc1CC(=O)Nc1ccc(S(=O)(=O)N(C)C2CCN(C)CC2)cc1 across the screens: -3, 8, 10, -2, 5, 2, 15, -2, 0.8, 2

Grouped by structure: those above containing two or more sulfur atoms
SMILES	PRMT1 FP inh	UHRF1 MBD2 ctr	TDP2 absorb	ABHD4 inh	SIAE primary	HTRA1 inh	TCR-CD3 inh	LEDGF integ inh	PG9 binder	DDE Tn7 FP inh
O=C(Nc1nccs1)c1cnc2sccn2c1=O	4	-1	7	-1	-2	1	1	-1	1.5	0
Cc1cccc(CCNC(=O)C2CCC(CNS(=O)(=O)c3cccs3)CC2)c1 (centres undefined)	-5	8	2	1	1	2	4	2	-1.0	-6
Cc1csc(NC(=O)CN2C(=O)c3ccccc3S2(=O)=O)n1	1	0	2	6	-4	2	1	0	-1.5	10

New compounds follow:
SMILES	PRMT1 FP inh	UHRF1 MBD2 ctr	TDP2 absorb	ABHD4 inh	SIAE primary	HTRA1 inh	TCR-CD3 inh	LEDGF integ inh	PG9 binder	DDE Tn7 FP inh
Cc1cc(C(=O)N2CCC(C)(C(=O)NS(=O)(=O)C3CC3)C2)n(C(C)(C)C)n1 (centres undefined)	-1	1	-4	8	-1	.	0	-1	-0.7	13
O=C(NC(Cc1ccccc1)C(=O)O)/C(=C/c1ccc([N+](=O)[O-])cc1)NC(=O)c1ccccc1Br (centres undefined)	1	11	1	1	2	8	7	-2	-2.7	3
Cc1c(C)n2c(SCC(=O)N3CCCCC3)nnc2[nH]c1=O	-1	-2	0	-2	-2	5	-2	-1	-1.6	4
N#Cc1c(NC(=O)C2CC(c3c(F)cccc3Cl)=NO2)sc2c1CCC2 (centres undefined)	2	9	-10	-4	0	-34	5	2	-2.5	2
Nc1ccc(Nc2ccccc2N)cc1	0	-4	-5	24	9	64*	1	0	-13	-1
COc1ccc(C(=O)NC(=S)Nc2ccc(CN3CCOCC3)cc2)cc1OC	-2	1	10	2	-7	.	-2	1	-3.0	-4
Cc1ccc(NC(=S)NCCN(C2CCCCC2)C2CCCC2)cc1C	-1	1	1	-2	2	-3	-1	-2	-0.9	2
CNC(=O)C1CC(=O)N(CCc2ccc(OC)cc2)C(=Nc2ccc(OC)cc2)S1 (centres undefined)	0	4	15	-1	-4	-8	4	-2	-0.6	8
CC1CCCN(CCC(=O)c2ccc(Br)cc2)C1 (centres undefined)	6	2	-2	5	-2	2	0	-3	1.0	2
COCc1n[nH]c(=S)n1-c1ccccc1	2	2	0	1	-6	6	3	-1	1.8	4
COc1cccc(C(=O)OCCCN(C)C)c1	-3	2	3	2	5	6	-6	-3	-1.3	3
O=C(CN(Cc1ccc(F)cc1)C(=O)CNS(=O)(=O)c1ccc(F)cc1)NCC1CCCO1 (centres undefined)	0	4	-12	4	-2	5	-3	-2	-1.1	1
COC(=O)C1(C)CCC(C(=O)Nc2ccccc2)C1(C)C (centres undefined)	4	5	0	-2	0	-4	-4	-3	0.4	3
CN(CC(=O)Nc1ccc(Cl)c(C(F)(F)F)c1)C(=O)Cc1n[nH]c(=O)c2ccccc12	6	5	-12	-18	1	-10	0	-3	0.2	1
O=C1C2CC=CCC2C(=O)N1c1ccc(OCC(O)Cn2nnc3ccccc32)cc1 (centres undefined)	-3	4	8	6	6	2	-6	0	1.2	-7
Cc1cc(C)c2c(N)c(C(=O)NCc3ccco3)sc2n1	10	-2	1	5	3	2	-1	2	1.3	-2
O=C(NCCC1=CCCCC1)c1cc(COc2ccc(F)cc2Cl)on1	2	0	-16	-4	-4	-32	-3	-3	-1.1	-5
c1ccc(Cn2c(-c3ccccc3)c[n+]3c2SCCC3)cc1	-2	-1	-1	-7	-3	-9	3	-1	-4.6	0
O=C(COc1nsnc1N1CCOCC1)N/N=C/c1ccccc1O	-3	-3	0	-3	3	0	-6	-2	0.1	-9
Cc1nnc(SCc2nc3sc4c(c3c(=O)[nH]2)CCCC4)[nH]c1=O	3	-5	11	2	-4	-2	0	-1	0.8	-1
COc1ccc(-c2n[nH]nc2C2=CC(=O)CC(C)(C)C2)cc1	6	-3	2	6	2	-5	-13	-4	-1.0	6
COc1ccc(CN2C(=NC(=O)CCc3ccccc3)SC3CS(=O)(=O)CC32)cc1 (centres undefined)	1	1	3	10	3	-2	6	-1	1.4	-3

Looked up above.
Result of `CN(CC(=O)Nc1ccc(Cl)c(C(F)(F)F)c1)C(=O)Cc1n[nH]c(=O)c2ccccc12` in UHRF1 MBD2 ctr: 5
Result of `COc1ccc(CN2C(=NC(=O)CCc3ccccc3)SC3CS(=O)(=O)CC32)cc1` (centres undefined) in TCR-CD3 inh: 6

Compound activity deposited in PubChem BioAssay by The Scripps Research Institute Molecular Screening Center.
